Bioassay records from PubChem.
LYPLA2 inh: counter-screen for PME1 inhibitors: inhibitors of human LYPLA2; inhibition, % at 5.9 µM; O95372; recombinant LYPLA2, FP-Rh probe fluorescence polarization; 320,000 compounds, 0.38% hits;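 active = inhibition above the screen-wide mean plus 3 SD, limit set per campaign, cut at about 26% in these data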;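 note: 0% = LYPLA2 with DMSO and 100% = wells lacking LYPLA2 enzyme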
PAFAH2 FP inh: inhibitors of human PAFAH2 | Q99487 | recombinant PAFAH2, FP-rhodamine activity probe, fluorescence polarization | inhibition, % at 3.39 µM | 340,000 compounds, 0.99% hits | AID 492956;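 active = inhibition above the mean over all tested compounds plus 3 SD, cut at about 30% in these data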;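 note: inhibitors block probe labeling of enzyme so polarization drops; 0% = enzyme with DMSO and 100% = wells lacking PAFAH2 protein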
PAD4 FP inh: blocks human protein arginine deiminase 4; Q9UM07; recombinant PAD4, RCA probe fluorescence polarization; inhibition, % at 6.36 µM; 330,000 compounds, 0.41% hits;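 active = percent inhibition above a cutoff equal to the mean of all tested compounds plus 3 SD, cut at about 15% in these data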;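 note: 0% = PAD4 with RCA probe and DMSO and 100% = probe without PAD4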
PAFAH1B3 inh: inhibitors of human PAFAH1B3. Q15102. recombinant PAFAH1B3, FP-rhodamine probe, fluorescence polarization. inhibition, % at 3.39 µM. 340,000 compounds, 0.28% hits;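 active = inhibition above the screen-wide average of all tested compounds plus 3 SD, cut at about 25% in these data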;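 note: 0% = enzyme with DMSO only and 100% = wells lacking PAFAH1B3 protein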
ZTA counter: ZTA (EBV) inhibition in EBNA-1 counter-screen. inhibition, % at 11 µM. P03206. ZTA-DNA binding, fluorescence polarization. 320,000 compounds, 0.15% hits. AID 2234; in the data active = inhibition above about 33%
GSTO1 counter: counter-screen for RBBP9 inhibitors: inhibitors of human GSTO1; P78417; recombinant GSTO1, activity-based probe fluorescence polarization; inhibition, % at 5.96 µM; 300,000 compounds, 1.1% hits;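 active = inhibition above the campaign mean inhibition plus 3 SD, cut at about 35% in these data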;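 note: 0% = GSTO1-1 with DMSO and 100% = wells lacking GSTO1-1 enzyme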
LYPLA1 counter: counter-screen for PME1 inhibitors: inhibitors of human LYPLA1 | inhibition, % at 5.9 µM | O75608 | recombinant LYPLA1, FP-Rh probe fluorescence polarization | 320,000 compounds, 0.16% hits | AID 2174;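 active = inhibition above the mean of all tested compounds plus 3 SD, set per campaign, cut at about 14% in these data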;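 note: inhibitors block serine hydrolase probe labeling of LYPLA1 so polarization falls; 0% = enzyme with DMSO and 100% = wells lacking LYPLA1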
Target sequence (O75608 whole entry, looked up): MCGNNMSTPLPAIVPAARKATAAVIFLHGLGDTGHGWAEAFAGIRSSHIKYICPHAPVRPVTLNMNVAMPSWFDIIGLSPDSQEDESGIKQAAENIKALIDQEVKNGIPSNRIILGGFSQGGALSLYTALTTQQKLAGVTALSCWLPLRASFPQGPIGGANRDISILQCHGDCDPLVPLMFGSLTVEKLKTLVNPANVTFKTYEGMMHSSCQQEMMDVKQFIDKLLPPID
PREPL inh: human PREPL enzyme inhibition; recombinant PREPL, fluorescence polarization activity-based probe; AID 2751; 320,000 compounds, 0.68% hits; inhibition, % at 5.96 µM; Q4J6C6; in the data active = inhibition above about 43%;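 note: 0% = enzyme with DMSO and 100% = wells lacking enzyme; many of its hits are not listed in these tables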
Target sequence (Q4J6C6 whole entry, looked up): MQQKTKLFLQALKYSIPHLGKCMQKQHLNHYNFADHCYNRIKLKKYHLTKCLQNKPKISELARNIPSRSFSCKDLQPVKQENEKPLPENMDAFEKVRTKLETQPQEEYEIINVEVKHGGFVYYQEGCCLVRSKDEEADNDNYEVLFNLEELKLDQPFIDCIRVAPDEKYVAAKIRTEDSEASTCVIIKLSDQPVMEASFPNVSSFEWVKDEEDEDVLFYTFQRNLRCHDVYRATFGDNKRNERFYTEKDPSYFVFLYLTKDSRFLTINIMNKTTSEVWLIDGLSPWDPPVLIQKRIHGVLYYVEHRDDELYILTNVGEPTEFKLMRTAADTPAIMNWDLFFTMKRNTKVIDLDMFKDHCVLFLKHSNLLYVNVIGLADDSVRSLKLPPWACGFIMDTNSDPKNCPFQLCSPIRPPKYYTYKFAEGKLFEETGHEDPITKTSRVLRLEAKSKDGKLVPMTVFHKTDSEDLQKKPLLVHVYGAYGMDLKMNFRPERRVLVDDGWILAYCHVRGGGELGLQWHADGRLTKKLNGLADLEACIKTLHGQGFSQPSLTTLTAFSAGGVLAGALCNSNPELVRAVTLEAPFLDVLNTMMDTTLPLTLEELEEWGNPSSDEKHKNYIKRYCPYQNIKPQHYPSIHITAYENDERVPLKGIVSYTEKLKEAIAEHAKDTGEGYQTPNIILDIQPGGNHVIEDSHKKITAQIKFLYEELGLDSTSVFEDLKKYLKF
EBNA-1 inh: blocks EBNA-1 binding to DNA; EBNA-1 DNA binding, fluorescence polarization; inhibition, % at 14.8 µM; 300,000 compounds, 0.34% hits; in the data active = inhibition above about 28%
Active calls of the source: *; . = no result given. The list is partial, so the mix of outcomes need not match the whole.

SMILES	LYPLA2 inh	PAFAH2 FP inh	PAD4 FP inh	PAFAH1B3 inh	ZTA counter	GSTO1 counter	LYPLA1 counter	PREPL inh	EBNA-1 inh
Cc1ccc(C(=O)Cn2cncn2)cc1	5.0	0.6	4.5	1.7	-13.0	4.2	-3.1	0.0	-1.4
CCc1ccc(-c2nc(CS(=O)CC(=O)NC3CCCCCC3)c(C)o2)cc1 (configuration not stated)	2.6	7.4	-2.7	8.1	-9.0	-1.9	1.9	18.0	-13.5
O=C(NC1CCCc2ccccc21)C1CCN(S(=O)(=O)c2cccc3nonc23)CC1 (configuration not stated)	-8.0	4.0	-2.2	11.2	13.2	-4.7	-3.8	-0.7	-3.2
COc1ccccc1NC(=O)COC(=O)C1CCN(/C=C/C(=O)C(F)(F)F)CC1	-0.1	-5.3	1.4	2.7	11.4	0.5	0.9	1.5	-0.7
COc1ccc(OC)c(C2C(C(=O)O)c3ccccc3C(=O)N2C)c1 (configuration not stated)	-7.5	0.6	-2.4	2.5	0.7	-1.8	-1.9	7.9	0.2
Cc1ccccc1C(=O)Nc1ccc(N(C)C)c2ccccc12	1.7	-3.4	0.8	2.6	16.1	5.4	0.8	2.8	5.1
Cc1cccc(NC(=O)C2=C(O)c3ccccc3N(C)S2(=O)=O)c1	-2.9	-2.9	2.6	-3.4	6.3	-29.4	-3.4	-6.4	5.2
COc1nc(-c2ccccc2)nc(-c2ccccc2)c1C	-5.3	.	0.1	.	-3.1	2.4	1.5	5.6	-1.0
O=C(CC1SC(=Nc2ccc(OC(F)F)cc2)N(CCN2CCOCC2)C1=O)Nc1ccccc1 (configuration not stated)	-2.0	5.0	-4.7	3.3	-7.2	-1.4	-2.1	14.0	2.1
COC(=O)c1ccc(COC(=O)c2ccc(CO)cc2)o1	-2.2	1.6	-2.4	-3.6	4.0	-3.2	-1.6	-0.3	-3.3
O=C(NCc1ccccn1)c1ccc(Cn2c(=S)[nH]c3ccc(Br)cc3c2=O)cc1	1.3	-17.6	2.4	-17.4	4.4	-3.5	-0.5	-11.4	-4.0
COCc1cc(=O)[nH]c2c1c(-c1ccccc1)nn2C	-6.5	-7.2	-4.8	0.4	21.1	-0.7	-0.2	-2.3	-2.1
Cc1coc(C)c1C(=O)CC1(O)C(=O)Nc2cc(Cl)cc(Cl)c21 (configuration not stated)	-2.0	-6.5	-4.9	1.8	8.7	1.4	-2.4	-4.7	6.7
CN(C)S(=O)(=O)c1ccc(-c2csc(N/N=C/c3ccco3)n2)cc1	9.9	9.9	-0.5	-1.6	5.9	-1.4	-0.3	0.9	0.4
Cc1c(NC(=O)CN2CCN(C(=O)c3ccco3)CC2)c(=O)n(-c2ccccc2)n1C	-0.7	-8.5	-0.7	0.0	1.6	4.0	1.0	3.2	2.9
COc1ccccc1CNC(=O)CN(C)Cc1ccc(SC)cc1	-4.2	1.2	-4.1	6.1	6.6	7.2	-0.3	-35.3	-14.5
COC(=O)Cn1cc(C(=O)C(C)(C)C)c2ccccc21	-6.0	-2.4	-2.1	11.8	-3.4	11.4	-0.5	9.2	-12.7
COCC(C)N1CCC(n2nccc2NC(=O)CCOc2ccccc2)CC1 (configuration not stated)	4.7	2.2	1.1	6.3	2.1	1.2	7.2	10.4	9.1
Clc1ccc(C2=CC(c3ccco3)n3ncnc3N2)cc1 (configuration not stated)	2.2	-5.0	-3.1	-2.0	17.0	-2.3	-5.2	-32.5	12.0
O=C1Cc2cc(S(=O)(=O)Nc3ccccc3Cl)cc3c2N1CCC3	0.4	0.7	-0.5	1.5	10.1	-5.4	-4.9	5.3	10.5
CCSc1nnc(NC(=O)Cn2cnc3c2c(=O)n(C)c(=O)n3C)s1	4.3	-6.3	-0.5	-2.6	-14.5	3.4	1.8	12.1	-9.2
C=C(C)C(=O)Nc1cccc(C2=NOC3(C2)C[C@@H](C(N)=O)N(C(=O)/C=C/C=C/C)C3)c1 (some centres not stated)	-2.3	5.6	-1.2	1.1	19.2	1.3	-7.3	-12.1	11.5
CC(OC(=O)c1nsc(Cl)c1Cl)C(=O)NCc1ccc2c(c1)OCO2 (configuration not stated)	2.5	7.8	-1.3	12.5	-0.7	2.0	0.2	7.5	-3.1
O=C(/C=C\NCC(=O)c1ccccc1)c1ccc2ccccc2c1	-7.5	-3.0	-6.3	4.0	-10.6	-2.6	-2.1	7.9	-7.3
Nc1ccc2nc(-c3ccc(N)c(Cl)c3)[nH]c2c1	-1.4	-16.3	-1.5	10.1	-13.0	9.4	-3.4	36.8	-1.9
O=c1c2ccccc2nc2n1-c1ccccc1CCC2	-5.5	-7.3	0.6	4.3	16.8	8.0	-1.7	-2.4	13.3
Cc1cccc(NC(=O)CSc2nnc(NC(=O)c3ccco3)s2)c1	5.9	-0.9	-0.7	2.5	-0.1	7.6	-1.7	-0.8	-4.8
COc1cccc(/C=N/Nc2nc(Nc3ccc([N+](=O)[O-])cc3)nc(N3CCCC3)n2)c1O	-22.9	.	-6.2	.	1.8	-34.8	-13.6	29.3	-17.4
CC1CCCN(C(=O)c2cc(-c3ccco3)nc3ccccc23)C1 (configuration not stated)	-0.5	-3.6	-1.0	6.9	2.6	.	1.7	-3.2	.
O=C(Cn1c(C(F)(F)F)nc2ccccc21)c1ccc(Cl)cc1	11.7	-1.2	-0.6	-3.1	8.7	-3.7	3.4	7.2	7.3
COc1ccccc1C(=O)NCCC(=O)Nc1ccc(S(=O)(=O)Nc2ncccn2)cc1	5.8	-0.9	-1.3	1.0	-6.0	.	0.5	4.3	.
CCCN(Cc1ccccc1)C(=S)Nc1cccc(C)c1C	4.2	4.5	-7.3	10.1	-6.9	-8.9	-2.6	11.8	-9.4
COC(=O)c1ccc(NC(=O)c2cc3c(CO)cnc(C)c3oc2=Nc2cccc(C(N)=O)c2)cc1	4.6	4.3	-5.6	2.0	-11.9	4.9	0.9	26.0	-20.5
CC1CCCC(C)N1C(=O)c1ccc(S(=O)(=O)N2CCCC2)cc1 (configuration not stated)	3.2	-3.9	5.5	6.8	-0.5	.	-0.4	-5.5	.
O=C(NCCc1ccccc1C(F)(F)F)C1CCC(=O)N(C2CC2)C1 (configuration not stated)	-6.6	-2.5	1.1	4.5	-17.2	1.7	0.6	-1.2	-2.1
CC(C)(C)OC(=O)N[C@@H](C(=O)OC(C)(C)C)c1ccc2ccccc2c1	6.1	0.5	5.6	3.6	2.3	.	-0.8	18.0	.
CCOC(=O)c1ccc(N2C(=O)CC(Nc3ccc(O)cc3)C2=O)cc1 (configuration not stated)	-1.0	1.2	4.2	3.4	-3.5	33.4	-0.8	1.9	0.5
CCc1cccc(NC(=S)N(CCN(C)C)C(C)c2ccncc2)c1 (configuration not stated)	2.7	5.1	3.6	8.4	-13.7	4.0	1.6	-11.7	6.3
O=c1cnc2cc([N+](=O)[O-])ccc2[nH]1	2.5	1.6	0.0	-3.0	4.1	4.5	-1.0	6.4	5.4
CCCCc1cc(=O)oc2cc(OCC(=O)NCC3CCC(C(=O)O)CC3)ccc12 (configuration not stated)	4.5	4.6	-3.6	3.9	-0.4	-11.1	-1.9	-3.8	-8.6
CS(=O)(=O)Nc1cccc(C(=O)CC2(O)C(=O)Nc3ccc(Br)cc32)c1 (configuration not stated)	5.2	0.7	2.9	0.1	17.2	20.2	3.4	-3.3	5.6
COC(=O)[C@]1(Cc2ccccc2)N[C@H](c2ccc(-c3ccc(Cl)c(Cl)c3)cc2)[C@@H]2C(=O)N(C)C(=O)[C@@H]21	-4.0	-23.5	3.3	-5.6	7.5	-6.8	-8.1	-4.2	-1.5
CC(C)CCOC(=O)C[N+](C)(C)CCOC1CC2CCC1(C)C2(C)C (configuration not stated)	5.1	4.1	1.9	1.6	9.6	11.4	0.6	15.5	11.0
Cc1ccc(NC(=O)CSCC(=O)NC2=NCCS2)cc1	0.2	4.4	3.6	-0.3	-6.5	.	1.0	8.0	.
FC(F)Oc1ccc(/C=N/c2c(-c3ccc(OC(F)F)cc3)nc3n2CCS3)cc1	-6.5	6.4	-1.1	0.1	-5.0	-8.8	3.9	13.4	-15.3

Filtered by structure, those above containing bromine.
SMILES	LYPLA2 inh	PAFAH2 FP inh	PAD4 FP inh	PAFAH1B3 inh	ZTA counter	GSTO1 counter	LYPLA1 counter	PREPL inh	EBNA-1 inh
O=C(NCc1ccccn1)c1ccc(Cn2c(=S)[nH]c3ccc(Br)cc3c2=O)cc1	1.3	-17.6	2.4	-17.4	4.4	-3.5	-0.5	-11.4	-4.0
CS(=O)(=O)Nc1cccc(C(=O)CC2(O)C(=O)Nc3ccc(Br)cc32)c1 (configuration not stated)	5.2	0.7	2.9	0.1	17.2	20.2	3.4	-3.3	5.6

(further entries)
SMILES	LYPLA2 inh	PAFAH2 FP inh	PAD4 FP inh	PAFAH1B3 inh	ZTA counter	GSTO1 counter	LYPLA1 counter	PREPL inh	EBNA-1 inh
CCCCc1c(O)nc(SCC(=O)N2CCCCCC2)[nH]c1=O	-3.9	3.0	6.4	9.2	0.2	8.9	-8.8	1.0	-14.0
COc1ccc(C(CNC(=O)COc2ccccc2C)N2CCCC2)cc1 (configuration not stated)	-4.5	-3.1	-3.1	-7.5	6.9	-1.4	0.5	28.6	2.2
Cc1ccc(Nc2nc(Oc3ccc(=O)[nH]n3)nc(N(C)C)n2)cc1	1.1	4.7	-0.6	4.7	-13.3	-3.7	-0.8	-4.3	0.3
CCC(C)(C)NC(=O)C(c1ccc(OC)cc1)N(C(=O)CCC(=O)Nc1cc(C)on1)c1ccc(OC)c(OC)c1 (configuration not stated)	1.9	2.5	-1.9	5.7	9.5	4.8	-1.6	8.3	-3.4
CCN1C(=O)c2ccccc2S(=O)c2ccc(C(=O)NCCCN3CCCC3=O)cc21 (configuration not stated)	-0.9	-5.8	-3.8	8.9	1.8	2.7	-0.6	-4.2	-11.7
Cc1oc(C(C)(C)C)cc1C(=O)Nc1cccc(C(=O)O)c1	1.1	3.8	-1.7	0.4	2.6	-6.2	-1.7	9.8	5.0
O=c1oc2ccccc2cc1-c1nc2c(s1)CCCC2	1.3	0.4	-0.3	3.9	-9.6	0.9	-5.7	3.3	-0.2
COc1ccccc1NC(=O)c1ccc(NC(=O)CN2CCN(C(=O)c3ccco3)CC2)cc1	5.2	-0.6	-2.6	2.3	3.6	5.2	-2.8	-1.9	0.3
CCc1nc(SCC(=O)Nc2ccc([N+](=O)[O-])cc2)n[nH]1	0.6	5.4	-0.4	0.9	0.4	-0.2	1.8	9.2	6.8
O=C(Cc1cccc(NC(=O)C2CCCN(C(=O)C3CC3)C2)c1)Nc1cccc(C(=O)N2CCCC2)c1 (configuration not stated)	-4.7	5.8	-0.4	3.3	-17.8	.	-2.1	3.0	.
Clc1nnc(N2CCCCC2)c2ccccc12	-2.8	-4.1	-0.1	-2.4	-3.6	6.3	-0.5	28.9	1.8
Cc1cccn2c(=O)c3cc(C(=O)NCc4ccco4)c(=N)n(C(C)C)c3nc12	1.1	1.5	-3.9	-2.0	-2.0	4.5	-3.8	28.3	9.4
CC(=O)c1cccc(Oc2ncccn2)c1	0.5	-3.0	4.2	10.8	-12.0	-3.4	4.3	-2.3	-11.9
COc1cc(C(=O)OC(C)c2ccc(F)cc2)ccc1OCC(=O)N1CCOCC1 (configuration not stated)	1.5	4.1	-3.2	7.3	-2.7	.	0.8	-1.7	.
COc1ccc(-n2c(C)cc(-c3cn4cccc(C)c4n3)c2C)cc1	-4.3	1.0	-1.8	6.6	-2.0	0.9	-1.7	17.0	-1.8
Cc1ccc2cccc(OCCOCCOc3ccccc3Br)c2n1	-5.2	0.2	0.8	-3.2	-4.8	2.3	-2.6	-8.0	2.1
